Bioassay records from PubChem.
FXIIa mix inh = blocks human factor XIIa in pooled compound mixtures. 0.2% of 62,000 active. purified FXIIa, fluorogenic substrate. P00748. AID 684. inhibition, % at 5 µM;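 note: 0% = enzyme without compound and 100% = no enzyme blank; some results filed as inactive read as strong as hits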
FXIa mix inh = inhibitors of human coagulation factor XIa, pooled mixtures. AID 680. 0.19% of 62,000 active. purified FXIa, fluorogenic substrate. P03951. inhibition, % at 5 µM;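 note: each value is inhibition by a whole ten-compound pool holding the compound; 0% = enzyme with no mixture and 100% = wells lacking enzyme; strong numbers were not always called active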
Target sequence (P03951 19-387 limits assumed): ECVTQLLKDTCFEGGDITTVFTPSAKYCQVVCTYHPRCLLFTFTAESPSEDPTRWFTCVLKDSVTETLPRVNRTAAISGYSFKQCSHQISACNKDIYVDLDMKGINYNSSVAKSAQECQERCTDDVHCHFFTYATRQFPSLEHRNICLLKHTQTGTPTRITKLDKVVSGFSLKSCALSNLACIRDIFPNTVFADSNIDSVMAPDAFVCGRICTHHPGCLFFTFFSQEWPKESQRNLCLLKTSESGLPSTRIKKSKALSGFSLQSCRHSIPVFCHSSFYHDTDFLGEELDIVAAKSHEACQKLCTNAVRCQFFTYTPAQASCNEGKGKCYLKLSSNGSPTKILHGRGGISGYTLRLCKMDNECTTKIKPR
Target sequence (P03951 388-625 limits assumed): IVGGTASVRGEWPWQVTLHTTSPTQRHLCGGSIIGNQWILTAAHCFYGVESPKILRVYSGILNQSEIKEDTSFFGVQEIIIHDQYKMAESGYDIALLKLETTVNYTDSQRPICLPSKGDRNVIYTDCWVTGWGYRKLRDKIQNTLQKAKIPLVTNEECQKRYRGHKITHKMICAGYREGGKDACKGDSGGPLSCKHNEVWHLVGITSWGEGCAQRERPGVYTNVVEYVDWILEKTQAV
CatS block = human cathepsin S inhibition. P25774. recombinant cathepsin S, AMC dipeptide fluorescence, pooled mixtures. AID 501. inhibition, %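 (tested at 5 µM per compound within 10-compound mixtures)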. 0.06% of 62,000 active; in the data active = inhibition above about 32%, passing the limit was not always enough; inconclusive = no clear call, values can overlap the other calls;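 note: 0% = enzyme without compound and 100% = blank without enzyme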
Target sequence (P25774 115-331 limits assumed): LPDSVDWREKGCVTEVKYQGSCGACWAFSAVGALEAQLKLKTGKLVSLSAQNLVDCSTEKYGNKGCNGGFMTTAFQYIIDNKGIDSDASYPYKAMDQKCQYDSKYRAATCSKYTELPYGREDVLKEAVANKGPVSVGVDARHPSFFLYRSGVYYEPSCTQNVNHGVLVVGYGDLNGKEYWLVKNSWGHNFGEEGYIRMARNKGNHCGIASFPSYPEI
JNK3 inh = JNK3 (human) kinase inhibition. P53779. inhibition, % at 8 µM. purified JNK3 kinase activity, HTS. 0.61% of 60,000 active; in the data active = inhibition above about 17%;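 note: 0% = DMSO and 100% = reference inhibitor; many of its hits are not listed in these tables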
PKA inh = inhibitors of human protein kinase A; inhibition, % at 6 µM; 0.1% of 65,000 active; PKA Kemptide phosphorylation, Kinase-Glo ATP luminescence; P17612; AID 524;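 active = inhibition above the screen-wide mean inhibition plus 3 SD, cut at about 21% in these data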; note: many of its hits are not listed in these tables
ROCK2 blocker = blocks human Rho kinase 2 activity; O75116; AID 604; 0.35% of 60,000 active; inhibition, % at 6 µM; purified ROCK2, Kinase-Glo ATP depletion luminescence;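 active = inhibition above the screen-wide mean inhibition plus 3 SD, cut at about 18% in these data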;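 note: plate controls were DMSO wells for no effect and Y-27632 control wells after no-enzyme background subtraction for full effect; many of its hits are not listed in these tables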
CatG inh = blocks human cathepsin G enzyme activity. purified enzyme, AMC-tetrapeptide fluorescence, pooled mixtures. inhibition, % at 5 µM (by protocol). 0.2% of 62,000 active. AID 581;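 active = inhibition above 20% in each of the two mixture wells holding the compound; inactive = inhibition of 20% or less in either well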;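 note: 0% = enzyme control without mixture and 100% = blank lacking enzyme; strong numbers were not always called active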
CatL inh = blocks human cathepsin L protease activity; purified cathepsin L, fluorogenic substrate, fluorescence; inhibition, %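 (tested at 10 µM)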; 0.17% of 58,000 active; P07711; AID 460; in the data active = inhibition above about 45%;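 note: 0% = enzyme with no compound and 100% = no enzyme blank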
Target sequence (P07711 114-288 limits assumed): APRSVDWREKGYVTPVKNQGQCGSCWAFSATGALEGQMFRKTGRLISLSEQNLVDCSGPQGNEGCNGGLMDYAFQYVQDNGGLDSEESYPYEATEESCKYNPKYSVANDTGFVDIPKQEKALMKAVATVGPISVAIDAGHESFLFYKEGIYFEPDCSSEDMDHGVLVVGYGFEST
Target sequence (P07711 292-333 limits assumed): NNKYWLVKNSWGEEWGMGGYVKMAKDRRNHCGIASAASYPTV
C1s block = blocks human complement C1s protease activity. purified C1s, fluorogenic AMC substrate, pooled mixtures. mean inhibition % of two 10-compound mixtures (stronger effect = higher value), % at 5 µM (by protocol). 0.16% of 62,000 active. AID 538;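 active = inhibition above 20% in each of the two 10-compound mixture wells holding the compound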;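 note: 0% = enzyme wells lacking compound mixture and 100% = no-enzyme blank wells; some compounds called inactive have numbers as strong as hits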
Starred values were filed as active, the others as inactive; ? = inconclusive; . = not tested or not shown. Cut-off read from the data, not from the text of the source, unless noted: active = inhibition above about 20% (passing the limit was not always enough); inactive = the rest.

SMILES | FXIIa mix inh | FXIa mix inh | CatS block | JNK3 inh | PKA inh | ROCK2 blocker | CatG inh | CatL inh | C1s block
COc1ccccc1C1C(C(N)=O)=C(C)Nc2nc(-c3ccccc3Cl)nn21 (centres undefined) | 10 | -2 | -9 | 2 | 0 | -3 | -1 | -7 | -41
CC12CCC(c3c(C(=O)O)nn(-c4ccccc4)c31)C2(C)C (centres undefined) | 0 | 3 | 15 | -3 | 12 | 5 | 0 | 11 | -15
Cc1nc2nc[nH]n2c(=O)c1NC(=O)c1c(-c2ccccc2Cl)noc1C | 5 | 7 | 10 | -9 | -7 | -2 | 0 | 0 | -10
O=C(CCn1cccc1)N1CCc2ccccc21 | 6 | -1 | -1 | -10 | -4 | -8 | -8 | -1 | -1
CCC(=O)n1nc(-c2ccco2)nc1N | 0 | -4 | -13 | -3 | 0 | 1 | 2 | 10 | -14
O=C(CCS(=O)(=O)c1cccc2nsnc12)N1CCN(C(=O)c2ccco2)CC1 | 6 | -6 | 6 | . | 2 | . | -9 | -1 | -30
Cn1c(SCC(=O)NC2CC2)nnc1-c1ccco1 | -22 | 5 | -10 | . | 2 | . | 9 | 6 | 5
CCOc1ccc(/C(O)=C2/C(=O)C(=O)N(CCN(CC)CC)C2c2ccco2)cc1 (centres undefined) | . | . | . | 3 | 7 | -4 | . | 10 | .
O=C(c1cnc2n(c1=O)CCS2)N1CCN(c2ccc(Cl)c(Cl)c2)CC1 | 3 | -8 | 5 | -4 | 9 | 8 | -1 | 12 | -59
CN1C(=O)CSc2ccc(NC(=O)N3CCC(N4CCCCC4)CC3)cc21 | 7 | 7 | 14 | -7 | 5 | -4 | -9 | 16 | -33
CN1C(=O)c2cccc(NC(=O)Cc3ccccc3)c2C1=O | -2 | 8 | 3 | 7 | 6 | 2 | -2 | -3 | -2
COC(=O)CC1=C(C)C(=O)CC2C(C)(C)CCCC12C (centres undefined) | 0 | 5 | -4 | 5 | 11 | 3 | 1 | -2 | -3
Cc1ccccc1N(CC(=O)Nc1ccc(F)cc1)S(C)(=O)=O | 18 | 0 | 6 | -4 | 11 | 6 | 0 | 10 | 7
CCOC(=O)c1sc(=S)n(CC)c1NC(=O)C1CC1 | 5 | 5 | 9 | 2 | 12 | 2 | -4 | 10 | 17
Cc1ccc2nsnc2c1S(=O)(=O)N(Cc1ccco1)Cc1cc2cccc(C)c2[nH]c1=O | 6 | 6 | -1 | 0 | -4 | -4 | 10 | 3 | 11
CCC(=O)c1ccc(OCC(O)CN2CCN(S(=O)(=O)N3CCCCC3)CC2)cc1 (centres undefined) | 0 | -1 | -3 | -8 | -2 | 0 | 4 | 8 | -33
O=C(Cc1cccs1)NCc1ccccc1 | 5 | -1 | 1 | -4 | 4 | 4 | 11 | 0 | 15
COc1cc(-c2nnc(-c3ccc(S(=O)(=O)c4ccccc4)cc3)o2)cc(OC)c1OC | 0 | -1 | 12 | -3 | 3 | 1 | 2 | -265 | 3
CC1C2CC(C(CN(C)C)/C2=N/O)C1(C)C (centres undefined) | 5 | 3 | 14 | 4 | 0 | 0 | 12 | 21 | 19
Cn1c(CSc2nc3ccc(Br)cc3[nH]2)nc2ccccc21 | 8 | -10 | 9 | 3 | 8 | 5 | -12 | 2 | -23
O=S(=O)(c1ccc(N2CCCC2)cc1)C(F)(F)F | 2 | 4 | -4 | . | 3 | . | -7 | -5 | -6
COCn1c(-c2cccc(Br)c2)nc2ccccc21 | 3 | 10 | -4 | 4 | 1 | 2 | 0 | -5 | -13
CCOc1ccccc1C(=O)N(Cc1cccs1)C1CCS(=O)(=O)C1 (centres undefined) | 9 | 1 | 4 | 2 | 2 | 4 | 14 | 3 | 12
Cc1ccc2nc(C3CCCN(C(=O)NCc4ccccc4)C3)[nH]c2c1 (centres undefined) | 10 | 6 | -1 | -1 | -3 | 1 | 13 | 7 | 19
COc1ccc(C2CC(=O)c3cnc(NC(=O)c4cc(OC)cc(OC)c4)nc3C2)cc1 (centres undefined) | 4 | -2 | 8 | 0 | 3 | 1 | -11 | 21 | -45
CC(=O)c1ccc(OCC(O)CN2CCN(Cc3ccc4c(c3)OCO4)CC2)cc1 (centres undefined) | 3 | -5 | 1 | 7 | 8 | 3 | -4 | 29 | -61
Cc1nc2ccc3[nH]snc3c2n1 | -20 | -5 | -5 | 1 | 16 | 12 | 0 | . | -14
Cc1cccc(N2CCN(Cc3c(C)n(C)n(-c4ccccc4)c3=O)CC2)c1C | 12 | 9 | -2 | 0 | 8 | 6 | 2 | 4 | 6
Cc1cccc(-c2nc(CS(=O)CC(=O)N3CCN(C)CC3)c(C)o2)c1 (centres undefined) | -7 | 7 | 10 | 0 | -3 | 0 | 10 | 12 | 12
CCCCOC(=O)C1=C(C)Nc2ncnn2C1c1cccc(OC)c1OC (centres undefined) | 3 | -1 | 5 | -3 | 6 | 4 | 8 | 4 | 0
CCC1SC2=NCCN2C1(O)c1ccc(Cl)cc1 (centres undefined) | -6 | 7 | -3 | 0 | -2 | 0 | 2 | -5 | -3
O=C(OCCN1C(=O)CCC1=O)c1ccc(S(=O)(=O)N2CCCCC2)cc1 | 3 | -5 | -4 | 0 | 8 | 4 | -11 | -3 | -20
CCCCOc1ccc(-c2nnc(-c3ccncc3)o2)cc1 | 14 | -3 | 8 | -1 | 1 | 2 | 5 | -6 | -58
COc1ccccc1N1CCN(Cc2cccc(OC)c2OC)CC1 | 6 | -6 | -35 | -6 | 2 | 0 | -10 | -4 | -25
Cc1ccc(-n2c(SCC(=O)NCc3ccco3)nc3sc(C)c(C)c3c2=O)cc1 | 9 | 5 | -6 | -4 | 7 | 8 | 0 | -10 | 2
Cc1cc(C)c(S(=O)(=O)N(CC(=O)O)C2CCCCC2)c(C)c1 | 15 | 5 | 1 | 8 | 2 | -5 | -1 | 6 | -1
COc1ccc(N(C(=O)c2ccc(S(=O)(=O)N3CCOCC3)cc2)C2C=CS(=O)(=O)C2)cc1 (centres undefined) | 11 | 12 | 9 | -4 | 4 | 1 | 2 | 4 | -27
CCC(C)(C(=O)NC1CCCCC1)N(CC1CCCO1)C(=O)c1ccccn1 (centres undefined) | 4 | -2 | -9 | 1 | -2 | -1 | 7 | 1 | -36
CCN1C(=O)c2cccc3c(NC(=O)C(C)(C)C)ccc1c23 | 7 | 1 | 11 | -4 | -5 | -3 | 10 | 19 | 19
c1ccc2c(c1)CCCN2c1nc2ccccc2n2cnnc12 | -5 | 4 | -5 | 1 | 6 | -2 | 12 | -7 | 11
O=C(c1ccco1)N1CCN(C2CCCC2)CC1 | -22 | 7 | -8 | -1 | -7 | -5 | -24 | 3 | 2
CSc1nc(C)c(C(=O)Nc2ccccc2)c(C)c1C#N | 8 | 15 | 5 | 0 | 8 | 6 | 6 | -6 | 3
c1ccc(N2CC[N+]3(CCCC3)CC2)nc1 | -17 | -2 | 0 | 4 | 1 | 2 | -4 | -14 | -16
C=CCn1c(Cc2cccs2)nnc1SCC(=O)c1ccc(F)cc1 | -1 | -7 | 15 | 0 | 9 | 2 | -17 | 18 | -33
COc1ccc(Cl)cc1NC(=O)CSc1nc(N2CCCCC2)nc(N2CCCCC2)n1 | 7 | 3 | -2 | -3 | 9 | 8 | 11 | 6 | 10
CCCOc1ccc(C2C(C(=O)c3ccco3)=C(O)C(=O)N2CCN2CCOCC2)cc1OC (centres undefined) | -7 | 9 | 18 | 2 | 1 | 3 | 10 | 15 | 12
Cc1ccc2cc(CN(Cc3ccc4c(c3)OCO4)Cc3nnnn3Cc3ccco3)c(=O)[nH]c2c1C | 3 | 12 | 4 | -6 | -1 | 0 | 7 | 11 | 11
CCc1nnc(NC(=O)CSc2ncc(-c3ccccc3)n2CC)s1 | 2 | -2 | -3 | 0 | 8 | 5 | 7 | 7 | -3
FC(F)(F)COc1nc(N2CCCCC2)nc(N2CCNCC2)n1 | -14 | -4 | 2 | 8 | 7 | 3 | 8 | 4 | 1
Cc1c(N=Cc2c(O)n(Cc3ccco3)c(=O)c3ccccc23)c(=O)n(-c2ccccc2)n1C | 19 | 5 | 3 | 6 | 5 | 5 | 18 | 5 | -19
Remaining list, next part.
SMILES | FXIIa mix inh | FXIa mix inh | CatS block | JNK3 inh | PKA inh | ROCK2 blocker | CatG inh | CatL inh | C1s block
CC(=O)N1CCc2cc(S(=O)(=O)CCC(=O)NCc3cccs3)ccc21 | 3 | -3 | -4 | 4 | -5 | 1 | -2 | 2 | -43
CCC(=O)N1c2ccccc2NC2=C(C(=O)CCC2)C1c1ccc(N(C)C)cc1 (centres undefined) | 6 | 2 | -1 | -1 | 3 | 4 | -2 | . | 1
Nc1csnc1C(=O)O | -18 | 5 | 9 | -1 | 7 | -2 | -3 | 7 | 0
CC(=O)c1cc(-c2nc3ccccc3n2C)n(C)c1 | 4 | 2 | 20 | -1 | -4 | -1 | 13 | 15 | 10
O=C1C2CC=C(Cl)CC2C(=O)N1CC1Cc2ccccc2CO1 (centres undefined) | 1 | 4 | -2 | -4 | 2 | 9 | -4 | -7 | -14
O=C(NCCCNC(=O)C(F)(F)C(F)F)C(F)(F)C(F)F | -1 | 3 | 7 | -3 | -9 | 2 | 10 | -4 | 11
Cc1ccnc2ccc(-c3nc4ccccc4o3)cc12 | 2 | 0 | 0 | 2 | 8 | 5 | 8 | -2 | -29
CC1=C(C(=O)NCc2ccccc2)C(c2ccc(C)o2)n2ncnc2N1 (centres undefined) | 3 | -11 | -16 | -6 | 11 | 4 | -21 | 1 | -9
O=S1(=O)C=C(SCCN2CCCCC2)c2ccccc21 | -2 | 7 | -6 | 0 | 6 | 5 | 7 | 1 | 12
CNS(=O)(=O)c1ccc(Oc2ccc(S(=O)(=O)NC)cc2)cc1 | 5 | 1 | -1 | 5 | 9 | 6 | 9 | -7 | 4

A second format for some results above:
FXIIa mix inh | FXIa mix inh | CatS block | JNK3 inh | PKA inh | ROCK2 blocker | CatG inh | CatL inh | C1s block | Structure
-14 | -4 | 2 | 8 | 7 | 3 | 8 | 4 | 1 | FC(F)(F)COc1nc(N2CCCCC2)nc(N2CCNCC2)n1
19 | 5 | 3 | 6 | 5 | 5 | 18 | 5 | -19 | Cc1c(N=Cc2c(O)n(Cc3ccco3)c(=O)c3ccccc23)c(=O)n(-c2ccccc2)n1C
3 | -3 | -4 | 4 | -5 | 1 | -2 | 2 | -43 | CC(=O)N1CCc2cc(S(=O)(=O)CCC(=O)NCc3cccs3)ccc21
6 | 2 | -1 | -1 | 3 | 4 | -2 | . | 1 | CCC(=O)N1c2ccccc2NC2=C(C(=O)CCC2)C1c1ccc(N(C)C)cc1 (centres undefined)

(more compounds)
SMILES | FXIIa mix inh | FXIa mix inh | CatS block | JNK3 inh | PKA inh | ROCK2 blocker | CatG inh | CatL inh | C1s block
Cc1cc(C)n2c(SCC(=O)N3CCN(S(=O)(=O)c4ccc(Cl)cc4)CC3)nnc2n1 | 5 | 6 | 4 | -1 | 2 | 5 | -3 | 6 | -46
CC1CCCCN1CCNC(=O)C1CCN(S(=O)(=O)N2CCCCC2)CC1 (centres undefined) | 21* | -3 | -9 | -2 | -8 | -5 | -2 | 3 | -81
COc1ccccc1N1CCN(C(=O)C2CCN(S(=O)(=O)c3ccc(F)cc3)CC2)CC1 | 5 | 0 | ? | -4 | -1 | 3 | -6 | 20 | -10
CN1CC(=O)NC1=NC(=O)C12CC3CC(CC(C3)C1)C2 | 1 | 8 | -2 | 1 | 15 | 4 | 6 | 3 | -5
COc1ccc(CNc2oc(COc3ccc(Cl)cc3)nc2C#N)cc1 | . | . | . | 7 | 3 | 10 | . | 5 | .
COc1ccc(OC)c(NC(=O)CS(=O)(=O)c2ccccc2)c1 | -3 | 6 | 19 | 4 | 10 | 8 | 4 | -4 | 4
Cc1noc(C)c1Cn1nc(C(=O)O)c2ccccc2c1=O | 4 | -1 | 12 | 10 | 4 | 2 | 11 | 6 | -13
COC(=O)C(C)NS(=O)(=O)c1ccc(NC(C)=O)cc1 (centres undefined) | 11 | 5 | 15 | -3 | 7 | -3 | -11 | 7 | -20
Cc1sc2ncnc(NCCCn3ccnc3)c2c1C | 2 | 12 | -2 | 0 | 7 | 7 | 6 | -4 | -10

Rows were taken by chance; 1.5% or so of the library scored in one or more.
